Bioassay records as filed in PubChem.
FEN1 inh – qHTS Assay for the Inhibitors of Human Flap endonuclease 1 (FEN1) | P39748 | Recombinant FEN1 flap cleavage, fluorescence, 15 min | Potency, µM (series often up to 114 µM), without a hit: at the top dose activity change, negative = inhibition, hits mostly inhibitors | 0.35% of 390,000 active | AID 588795, 2011; further: nearly all actives have a fitted effect of over 65% in size
Target sequence (P39748 whole entry, looked up): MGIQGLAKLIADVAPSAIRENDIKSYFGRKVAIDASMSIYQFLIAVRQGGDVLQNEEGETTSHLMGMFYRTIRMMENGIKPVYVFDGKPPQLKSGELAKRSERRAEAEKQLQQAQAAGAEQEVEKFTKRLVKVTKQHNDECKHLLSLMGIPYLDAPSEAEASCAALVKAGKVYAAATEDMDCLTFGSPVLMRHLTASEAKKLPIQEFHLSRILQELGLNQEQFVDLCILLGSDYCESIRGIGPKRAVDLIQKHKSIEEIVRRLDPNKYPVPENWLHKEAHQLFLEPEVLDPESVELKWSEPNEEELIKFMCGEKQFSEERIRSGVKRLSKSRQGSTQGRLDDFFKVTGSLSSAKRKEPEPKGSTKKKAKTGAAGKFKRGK
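Steps: FEN1 (10 nM) dispensed; compound added by pin tool; 15 min at room temperature; substrate added to 50 nM final; reads at 0 min and 15 min; data normalized and fitted (four-parameter Hill).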
N370S GC mod – qHTS Assay for Inhibitors and Activators of N370S glucocerebrosidase as a Potential Chaperone Treatment of Gaucher Disease; Lysosomal acid glucosylceramidase (Homo sapiens), P04062; N370S GC spleen homogenate, 4MU-glucoside fluorescence; Potency, µM (series often up to 59.4 µM), for inactives: top-dose activity change, negative = inhibition, most hits filed as inhibitors; 0.092% of 330,000 active;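 further: 0% = full enzyme activity and -100% = no enzyme basal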
TDP1 inh – qHTS Assay for Inhibitors of Tyrosyl-DNA Phosphodiesterase (TDP1); Tyrosyl-DNA phosphodiesterase 1 (Homo sapiens), Q9NUW8; recombinant TDP1, AlphaScreen DNA substrate cleavage; Potency, µM (series often up to 130 µM), for inactives: at the top dose activity change, negative = inhibition, actives largely listed as inhibitors; 0.28% of 350,000 active; AID 485290, 2010; further: nearly all actives have a fitted effect of over 40% in size
Target sequence (Q9NUW8 whole entry, looked up): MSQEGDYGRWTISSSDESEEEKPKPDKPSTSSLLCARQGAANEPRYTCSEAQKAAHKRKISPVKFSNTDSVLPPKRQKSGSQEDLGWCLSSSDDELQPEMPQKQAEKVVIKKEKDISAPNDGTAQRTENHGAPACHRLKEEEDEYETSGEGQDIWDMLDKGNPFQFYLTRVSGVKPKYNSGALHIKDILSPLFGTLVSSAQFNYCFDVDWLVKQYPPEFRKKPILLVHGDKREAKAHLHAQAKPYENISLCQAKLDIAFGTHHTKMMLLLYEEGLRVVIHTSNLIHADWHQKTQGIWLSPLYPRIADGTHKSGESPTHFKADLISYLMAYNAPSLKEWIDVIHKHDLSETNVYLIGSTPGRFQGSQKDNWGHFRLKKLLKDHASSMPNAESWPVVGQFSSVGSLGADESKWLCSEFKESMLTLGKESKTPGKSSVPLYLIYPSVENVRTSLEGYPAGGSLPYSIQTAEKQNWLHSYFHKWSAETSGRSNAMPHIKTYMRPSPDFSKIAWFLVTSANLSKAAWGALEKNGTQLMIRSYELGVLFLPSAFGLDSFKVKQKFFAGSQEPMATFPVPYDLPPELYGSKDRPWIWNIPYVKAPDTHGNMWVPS
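Here, a 5' biotin and 3' phosphotyrosine-FITC DNA oligonucleotide reports Tdp1 activity: intact substrate bridges AlphaScreen beads, while cleavage leaves a 3' phosphate and drops signal. All incubations at room temperature.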
* hit, by the source's call; u = inconclusive; x = no result given; & = joins results of further samples; [ ] = remark or other dose. The call rests on the fitted dose curve; in most records, active means well fitted curve in the direction sought with a large enough effect; inconclusive means small, poorly fitted or top-dose-only effect, or another doubt; inactive means no such curve, though single readings can be large; an effect the other way counts as inactive or inconclusive. Unless noted, on the % scale 0 is the no-effect control and ±100 the full control effect; potency means the concentration at half of the fitted maximal effect. Random draw from the library; overall some 0.53% were active at least once.

SMILES	FEN1 inh	N370S GC mod	TDP1 inh
O=c1oc2cc(OCc3ccc(F)cc3F)ccc2cc1-c1ccc2ccccc2n1	x	0%	0%
Cc1ccc(S(=O)(=O)N(C)C)cc1NC(=S)NCCCn1ccnc1	3%	-6%	-5%
CC(C)(C)NS(=O)(=O)c1ccc2nc(NC(=O)Cc3cccs3)sc2c1	-15%	-8%	2%
O=C1C=C(c2cccc(Br)c2)C[C@@H](c2ccc(F)cc2)C1	15%	x	-5%
Cc1ccc2sc(-c3ccc(NC(=O)/C=C\C(=O)O)cc3)nc2c1	-2%	u	3%
Cc1ccc2[nH]c(=O)c3cc(C(=O)N(C)Cc4ccco4)sc3c2c1	1%	14%	5%
CCn1c(SCC(=O)c2cc(C)ccc2C)nc2cc(S(=O)(=O)N3CCOCC3)ccc21	-2%	-25%	-3%
COc1ccc(C(=O)NCC(=O)OCC(=O)c2ccc3c(c2)NC(=O)CO3)cc1	5%	5%	2%
O=C(Nc1nc(-c2cccs2)c(C(=O)C(F)(F)F)s1)c1ccco1	11%	0%	5%
O=C(NCCc1ccccc1)C1CCN(S(=O)(=O)c2ccccc2)CC1	1%	2%	5%
CC(C)c1ccc(/C=N/NC(=O)c2ccccc2Cl)cc1	6%	26%	1%
CCOc1ccc(NCc2nc3ccccc3n2CCOc2ccc(C)cc2)cc1	-30%	x	15%
Cc1ccc(NC(=O)C2(S(=O)(=O)c3ccc(Cl)cc3)CC2)c(Br)c1	-18%	4%	4%[0.0935 µM]
O=C(CCNS(=O)(=O)c1cccs1)NCc1ccccc1	-6%	-3%	2%
CCCc1cc(C(=O)Cc2ccc(C(=O)OCC)o2)c(O)cc1O	-7%	0%	2%
Cc1cccc(/C=c2\s/c(=C\C(=O)C(C)(C)C)[nH]c2=O)c1	-21%	-26%	11%
O=C(O)CC(C(=O)OCCOc1ccccc1)N1CCOCC1 (stereo not given)	10%	1%	0%
C=CCN(CC=C)Cc1c(C)[nH]c2c(C)c(C)ccc2c1=O	10%	16%	5%
CSc1cccc(NC(=O)CSc2ccc(Cl)cc2)c1	-20%	22%	-1%
Cc1cc(C)c(OCCN2CCCC2)c(Cl)c1	0%	1%	x
O=C(N/N=C1\CC2CC=CC12)c1ccc(COc2ccccc2)cc1 (stereo not given)	-8%	2%	-1%
CC(=O)c1ccc(S(=O)(=O)N2CCN(c3nn(C)c(=O)n(C)c3=O)CC2)cc1	7%	-9%	4%
COc1ccccc1C1/C(=C(/O)c2ccc(OC(C)C)cc2)C(=O)C(=O)N1c1cc(C)on1 (stereo not given)	-3%	1%	-10%
CCOC(=O)c1sc(N)nc1C(C)C	0%	6%	-6%
CCO[C@@H]1OC(C(=O)N2CCOCC2)=C[C@H](C2CC2)[C@H]1CCCO	52%[activator]	6%	3%
COc1ccc(-c2ccc(NC(=O)c3ccc(Br)o3)cc2)nn1	14%	-8%	-8%[0.505 µM]
CCNC(=S)N1CCN(C(c2ccccc2)c2ccccc2)CC1	-15%	3%	8%
C[C@@H](NC(=O)c1ncn(C)c1C(=O)N[C@H](C)c1ccccc1)c1ccccc1	-1%	x	-1%
CCOc1ccccc1-c1nc(SCC(=O)O)n[nH]1	-11%	0%	1%
CC(=O)N1CCN(c2ccc(NC(=O)C(C)Oc3ccc(Cl)cc3Cl)cc2)CC1 (stereo not given)	-8%	5%	-5%
Cn1c(NC(=O)C2CCCO2)cc(=O)n(C)c1=O (stereo not given)	-6%	3%	4%
O=C(Nc1cc(Cl)ccc1Cl)c1ccc2c(c1)N(Cc1cccc(Cl)c1)C(=O)c1ccccc1S2=O (stereo not given)	-6%	x	2%
CCOC(=O)c1cc(C)sc1NC(=O)CSc1nccn1C	3%	21%	8%
O=C(/C=C/c1ccccc1)NCC(=O)N/N=C\c1cccnc1	-12%	0%	-3%
CC(Oc1ccc(Cl)cc1)C(=O)NCC1CCCO1 (stereo not given)	3%	-7%	6%
COc1ccc(-c2cnnn2-c2ccc(NC(=O)c3ccco3)cc2)cc1OC	-13%	-24%	4%
Cc1noc(C)c1COc1ccc(C(=O)OCC(=O)OC(C)(C)C)cc1	-13%	-17%	-3%
CSc1ccc(S(=O)(=O)N(CC(=O)NN=C2CCN(C)CC2)c2ccc(C)cc2)cc1	15%	27%	8%
Cc1cc(C)nc(Nc2ccc(C)c([N+](=O)[O-])c2)n1	-5%	0%	2%
COC(=O)C1=C(C)N(Cc2ccccc2)C(=NCCCOC(C)C)N[C@H]1c1ccccc1	-1%	x	0%
Cc1ccc(CCNC(=O)CS(=O)Cc2nc(-c3ccccc3Cl)oc2C)cc1 (stereo not given)	13%&7%	12%	5%&2%
Cc1ccc(-n2nc(C)c3c(C)cc(=O)n(CC(=O)Nc4cc(Cl)ccc4C)c32)cc1	-3%	x	2%
COc1ccc(NC(=O)CC(C)=O)c(OC)c1	16%	-10%	x
COc1ccc(-c2ccc(=O)n(CC(=O)NCc3ccco3)n2)cc1	2%	-10%	-11%
O=C(COC(=O)Cc1ccccc1[N+](=O)[O-])NC1CCCC1	1%	-1%	5%
N#Cc1ccc(CSc2nnc(NC(=O)c3ccc4ncsc4c3)s2)cc1	-12%	6%	x
Cc1ccc(S(=O)(=O)/N=C(/Nc2cccc3ccccc23)c2ccc(F)cc2)cc1	-20%	-7%	2%
COc1ccc(NC(=S)N2CCN(C(=O)c3ccccc3)CC2)cc1	-3%	-2%	6%
O=c1onc(-c2cccnc2)n1-c1ccccc1F	0%	-2%	3%
ON=C1c2ccccc2-c2ccccc21	2%	1%	x
CC(=O)c1cc2c(cc1NS(=O)(=O)c1ccc(C)cc1)OCCO2	1%	14%	0%
COC(=O)C1OC(=O)C2O[C@@]23[C@]2(C)C(OC(C)=O)CC4C(C)(C)C(=O)CC[C@]4(C)C2CC[C@@]13C (stereo not given in full)	x	3%	3%
Cc1[nH]nc2ncc(C(=O)c3cc(Cl)cc(Cl)c3O)cc12	-1%	6%	6%
O=C(CSc1nnnn1-c1ccccc1)CSc1nnnn1-c1ccccc1	-2%	12%	0%
COC(=O)C(NC(=O)CCc1c(C)nc2c(-c3ccccc3)c(C)nn2c1C)C(C)C (stereo not given)	-1%	x	0%
COCc1cc(CN2CCN(C)CC2)c(O)c2ncccc12	-10%	29%	-3%
O=C(CSc1nc(NS(=O)(=O)c2ccccc2)cc(=O)[nH]1)Nc1ccccc1C(F)(F)F	1%	-1%	4%
COc1cc(NC(=O)CC(c2cccs2)N2Cc3ccccc3C2=O)cc(OC)c1OC (stereo not given)	-11%	x	-3%
COC(=O)c1ccc(Cn2nnc3c(=O)[nH]c(C4CCN(S(=O)(=O)c5cc(C)ccc5C)CC4)nc32)cc1	-20%	0%	1%
O=C(CSc1nnc(-c2ccncc2)n1CC1CCCO1)Nc1ccccc1Cl (stereo not given)	4%	3%	0%

(further entries)
SMILES	FEN1 inh	N370S GC mod	TDP1 inh
Cc1nc2cc(-c3cccc(F)c3)nn2c(C)c1CCC(=O)NC1CCCCC1	2%	x	3%
CCOc1ccc(NC(=O)CC(Cc2cc(C)cc(C)c2)C(=O)O)cc1 (stereo not given)	1%	-3%	x
COc1ccc(OCC(=O)N2CCN(C(=O)c3ccc(F)cc3)CC2)cc1	16%	-11%	-4%
CC(=O)Nc1cccc(C(=O)/C=C/c2ccc(C)cc2)c1	-14%	1%	-3%
O=C(Nc1ccccc1)c1cc(S(=O)(=O)N2CCCCC2)ccc1N1CCOCC1	13%	x	-1%[56.1 µM]
COc1ccc(NC(=O)[C@H](COCc2ccccc2)NC(=O)OC(C)(C)C)cc1	-14%	-9%	-4%
CCOCC(=O)Nc1ccc(S(=O)(=O)N2CCC(c3nc4ccccc4[nH]3)CC2)cc1	3%	-24%	-5%
CCOc1ccccc1NC(=O)CSc1nnc(-c2cccnc2)o1	-10%	2%	0%
O=C(Cn1cnc([N+](=O)[O-])c1)Nc1cc(Oc2ccc(Cl)cc2Cl)cc([N+](=O)[O-])c1	2%	u	5%
Cc1ccn(CC(=O)N2CCCC(N3CCN(c4ccc(F)cc4)CC3)C2)n1 (stereo not given)	7%	-8%	x
Cc1ccc(C(=O)Nc2ccccc2C(=O)NCc2ccccc2)cc1	4%	2%	0%
Cc1nn(C)c(C)c1NS(=O)(=O)c1ccc(Cl)cc1	3%	2%	0%
N=C1/C(=C\c2ccc(Br)o2)C(=O)N=C2SC(CC(=O)N3CCOCC3)=NN12	u	-4%	x
COCC(=O)Nc1c(C(=O)Nc2ccccc2OC)oc2ccccc12	-2%	12%	2%
Cc1cccc(C(=O)Nc2ccc(N3CCC(CCN4CCOCC4)CC3)c(C(=O)O)c2)c1	-12%	-1%	25µM*
c1ccc(CCC2=NCCn3cccc32)cc1	3%&-12%	-4%	6%
COc1ccc(O)c(/C=N/Nc2nc(Nc3ccccc3)nc(-n3nc(C)cc3C)n2)c1	4%	-6%	13%
CCC(CC)NC(=O)CN1CCN(S(=O)(=O)c2cccs2)CC1	7%	-12%	5%
O=C(Nc1cc(S(=O)(=O)N2CCCC2)ccc1Cl)C1=COCCO1	-8%	-20%	5%
CC(=O)n1cc([C@@H]2C=C(C(=O)Nc3ccccc3)O[C@H](OCc3ccc(CO)cc3)C2)c2ccccc21	-20%	18%	5%
Cc1sc2nc(CSCC(=O)Nc3ccc(C(=O)N(C)C)cc3)[nH]c(=O)c2c1C	-13%	x	0%
O=c1c2ccccc2cnn1Cc1n[nH]c(=S)n1-c1ccc(Cl)cc1Cl	x	-1%	6%
COc1ccccc1NS(=O)(=O)c1cc(NC(=O)C2CCCO2)ccc1C (stereo not given)	-3%	x	0%
CCc1noc(C)c1C(=O)Nc1nc2c(C)cc(C)cc2s1	-18%	-1%	x
CC[C@]1(O)C[C@@H]2CN(CCc3c([nH]c4ccccc34)[C@](C(=O)OC)(c3cc4c(cc3OC)N(C)[C@H]3[C@](O)(C(=O)OC)[C@@H](C(=O)OC)[C@@]5(CC)C=CCN6CC[C@@]43[C@@H]65)C2)C1	x	-4%	-2%[56.1 µM]
Cc1ccc(SCCNC(=O)c2cccc([N+](=O)[O-])c2C)cc1	-2%	-23%	4%
CC(C)=NNc1cc([N+](=O)[O-])cc2c1C(=O)N(C)S2=O (stereo not given)	-1%	17%	7%
CC(=O)NC(=S)NNC(=O)CCc1ccccc1	3%	-6%	-4%
O=C(CCSc1ccccc1)N1CCN(c2ccccc2)CC1	27%	10%	6%
COc1cccc(-n2nc(-c3ccnn3-c3cccc(Cl)c3)c(=O)n(C)c2=O)c1	-5%	-5%	-2%

Two records picked at random from the list so far, as already listed:
SMILES	FEN1 inh	N370S GC mod	TDP1 inh
COc1ccccc1NS(=O)(=O)c1cc(NC(=O)C2CCCO2)ccc1C (stereo not given)	-3%	x	0%
COc1cccc(-n2nc(-c3ccnn3-c3cccc(Cl)c3)c(=O)n(C)c2=O)c1	-5%	-5%	-2%

Some of these compounds in order of formula weight, falling.
SMILES	FEN1 inh	N370S GC mod	TDP1 inh
CC(=O)n1cc([C@@H]2C=C(C(=O)Nc3ccccc3)O[C@H](OCc3ccc(CO)cc3)C2)c2ccccc21	-20%	18%	5%
COc1ccc(O)c(/C=N/Nc2nc(Nc3ccccc3)nc(-n3nc(C)cc3C)n2)c1	4%	-6%	13%
O=c1c2ccccc2cnn1Cc1n[nH]c(=S)n1-c1ccc(Cl)cc1Cl	x	-1%	6%
O=C(Nc1cc(S(=O)(=O)N2CCCC2)ccc1Cl)C1=COCCO1	-8%	-20%	5%
CCC(CC)NC(=O)CN1CCN(S(=O)(=O)c2cccs2)CC1	7%	-12%	5%
O=C(CCSc1ccccc1)N1CCN(c2ccccc2)CC1	27%	10%	6%
CCc1noc(C)c1C(=O)Nc1nc2c(C)cc(C)cc2s1	-18%	-1%	x

Additional results:
SMILES	FEN1 inh	N370S GC mod	TDP1 inh
CC1CC(=O)Nc2ccccc2N1S(=O)(=O)c1ccccc1 (stereo not given)	-17%	11%	8%
CN(CC(=O)Nc1ccccc1Br)C(=O)c1cc2c(s1)CCCCC2	-16%	12%	x
Cc1cc([N+](=O)[O-])ccc1NCc1ccc2c(c1)OCCO2	-21%	27%	7%
O=C(c1cccc(F)c1)N1CCN(S(=O)(=O)c2ccccc2)CC1	8%	2%	5%
Cc1nc2sc3c(c2c(=O)n1NC(=O)CCl)CCCC3	-4%	-11%	5%
CCOC(=O)c1c(NC(=O)CNCC(O)CO)sc(C)c1C (stereo not given)	-2%	-2%	6%
CCCN(C(=O)COc1ccc(C(C)=O)cc1OC)C1CCS(=O)(=O)C1 (stereo not given)	3%	x	-1%
Cc1nnc(SCCn2c(N3CCN(C)CC3)nc3c2c(=O)n(C)c(=O)n3C)s1	7%	4%	4%
O=C(Nc1ccncc1)c1ccc(Cl)c(S(=O)(=O)N2CCCCC2)c1	2%	-6%	2%
O=C(Nc1cccc(-c2cscn2)c1)C1CCN(Cc2ccccn2)CC1	0%	0%	x
COc1ccc(N2CCN(c3nc4c(c(=O)n(C)c(=O)n4C)n3CCCc3ccccc3)CC2)cc1	25%	3%	3%
